From PubChem
RTF Ca sens act: increases calcium sensitivity of human cardiac regulated thin filaments. activation, % at 7.2 µM. IANBD-labeled TnC RTF fluorescence at EC20 calcium; 0% EC20 calcium, 100% full calcium. P19429+P45379. 0.24% of 340,000 active;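 active = activation above the mean over all tested compounds plus 3 SD, cut at about 30% in these data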;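 also: rise in fluorescence read as greater calcium sensitivity of cardiac thin filaments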
PKA-R2B act: PKA-R2B complex activation; AID 504700; P22694+P31323; PKA-R2B holoenzyme dissociation, Cy5-IP20 fluorescence polarization; R2B truncated from residue 108, S112A mutant; 0% DMSO only, 100% 113 µM cGMP; 0.079% of 340,000 active; activation, % at 11.4 µM;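 active = activation above a cutoff set at the mean over all compounds plus 3 SD, cut at about 18% in these data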;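 also: higher means more holoenzyme dissociation and a rise in polarization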
Target sequence (P31323 whole entry, looked up, other chains not shown, the tested form may be a part): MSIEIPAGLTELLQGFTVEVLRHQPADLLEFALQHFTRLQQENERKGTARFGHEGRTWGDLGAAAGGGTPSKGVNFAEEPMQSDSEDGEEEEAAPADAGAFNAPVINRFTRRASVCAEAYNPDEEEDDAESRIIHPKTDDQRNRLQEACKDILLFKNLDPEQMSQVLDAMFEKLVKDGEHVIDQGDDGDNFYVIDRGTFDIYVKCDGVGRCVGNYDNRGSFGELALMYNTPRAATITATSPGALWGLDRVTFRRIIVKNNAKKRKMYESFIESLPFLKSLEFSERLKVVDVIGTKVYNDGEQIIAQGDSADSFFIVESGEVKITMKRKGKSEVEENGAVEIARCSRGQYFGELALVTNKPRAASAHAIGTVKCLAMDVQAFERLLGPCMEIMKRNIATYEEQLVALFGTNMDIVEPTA
Cardiac RTF inh: cardiac RTF calcium desensitization; P19429+P45379; IANBD-labeled cardiac RTF, Ca2+ fluorescence; inhibition, % at 7.15 µM; 0.12% of 340,000 active;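 active = inhibition above the mean inhibition of all tested compounds plus 3 SD, cut at about 17% in these data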;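 also: assay run at fixed EC70 calcium of 1.6 mM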
SR-BI DiI-HDL act: activators of SR-BI mediated HDL lipid uptake | CHO ldlA[mSR-BI] cells, DiI-HDL uptake fluorescence, 3 h; 100 = double the neutral-control signal | activation, % at 12.5 µM | 0.096% of 320,000 active;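 active = mean replicate activation of at least 60% and every replicate at or above 60%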;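 also: 0% = median plate neutral-control signal and 100% = twice that signal; values of inactives mirror those of a sister screen read the other way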
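Assay system: CHO ldlA[mSR-BI] cells, LDL receptor-null, SR-BI overexpressing; medium: Ham's F12 with 0.5% BSA, HEPES 25 mM, pH 7.4; also added: DiI-HDL 10 µg/mL; timing: 3 h uptake period with compound, 37 °C; signal: DiI fluorescence, bottom read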
CAL PDZ FP-1: inhibitors of human CAL PDZ peptide binding | Q9HD26 | purified CAL PDZ, TMR-peptide fluorescence polarization, 1 h | inhibition, % at 20 µM | 0.02% of 330,000 active | AID 504414;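 active = highest replicate inhibition of at least 40%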;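 also: plate controls were DMSO neutral control wells for no effect and unlabeled competitor peptide control wells for full effect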
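Test system: purified CerCALP PDZ construct; Compound dosing: one concentration, 20 µM compound; Also added: TMR-labelled reporter peptide T*-PRC34 bound in PDZ groove; Read-out: inhibition from polarization loss; Controls: unlabelled peptide and DMSO controls; Signal: FP readout, S and P plane fluorescence; Incubation: 1 h at RT.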
CAL PDZ FP-2: blocks peptide binding to the human CAL PDZ domain; purified CAL PDZ, TMR-peptide fluorescence polarization, 1 h; inhibition, % at 24.9 µM; 0.92% of 300,000 active; AID 602252;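 active = mean inhibition of at least 30% with at least half of replicates also reaching 30%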;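 also: 0% = DMSO neutral control and 100% = excess unlabeled competitor peptide PRC23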
C-LANA FP: KSHV C-LANA DNA binding inhibition; inhibition, % at 9 µM; MBP-C-LANA/FAM-LBS DNA binding, fluorescence polarization; AID 504423; 0.078% of 340,000 active;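 active = highest replicate inhibition at or above 60% at 9 µM, even if other replicates fall short; inactive = all replicates below 60% inhibition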;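 also: 0% = neutral control wells and 100% = 4 µM acridine orange control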
Rtt109 HAT inh: inhibitors of Candida albicans Rtt109/Vps75 histone acetyltransferase; inhibition, % at 34.9 µM; Q5AAJ8; 0.16% of 330,000 active; purified Rtt109/Vps75, ThioGlo CoA-SH fluorescence, 4 h;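 active = inhibition of at least 50% in every replicate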
Target sequence (Q5AAJ8 whole entry, looked up): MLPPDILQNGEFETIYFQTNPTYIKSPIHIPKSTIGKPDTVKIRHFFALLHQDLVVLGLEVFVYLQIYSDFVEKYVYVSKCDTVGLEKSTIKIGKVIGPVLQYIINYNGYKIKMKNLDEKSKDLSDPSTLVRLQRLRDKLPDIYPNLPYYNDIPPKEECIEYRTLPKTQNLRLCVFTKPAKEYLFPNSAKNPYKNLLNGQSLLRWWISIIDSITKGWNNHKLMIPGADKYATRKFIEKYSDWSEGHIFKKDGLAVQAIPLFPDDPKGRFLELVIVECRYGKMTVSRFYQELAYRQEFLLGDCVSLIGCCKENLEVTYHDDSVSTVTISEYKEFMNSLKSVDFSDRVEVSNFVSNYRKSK
DAGLB inh: diacylglycerol lipase beta (human) inhibition | 0.059% of 340,000 active | HEK293T DAGLB membrane lysate, EnzChek fluorogenic substrate | inhibition, % at 5.17 µM | Q8NCG7; in the data active = inhibition above about 34%;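 also: 0% = enzyme with vehicle and 100% = wells lacking enzyme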
Keap1 Nrf2 FP: inhibitors of human Keap1-Nrf2 protein-protein interaction; Q14145; inhibition, % at 9.4 µM; Keap1 Kelch-Nrf2 peptide fluorescence polarization, 1536-well; 0.15% of 340,000 active; in the data active = inhibition above about 12%;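 also: human Keap1 Kelch domain with fluorescein labeled Nrf2 9mer peptide probe; 0% = neutral control wells and 100% = peptide positive control; higher means more block of Keap1 binding to Nrf2 peptide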
Numbers without * were called inactive; / = no result given. Hits appear at their usual frequency, and some 1.6% of all compounds hit somewhere here.

no.	Structure	RTF Ca sens act	PKA-R2B act	Cardiac RTF inh	SR-BI DiI-HDL act	CAL PDZ FP-1	CAL PDZ FP-2	C-LANA FP	Rtt109 HAT inh	DAGLB inh	Keap1 Nrf2 FP
1	CSCCCN1CCCC(CO)(Cc2ccccc2F)C1 (centres undefined)	1	4	-3	11	-1.2	-2	-1.8	2	0	-2
2	Cn1c(Cn2nnc3ccccc32)nnc1SCC(=O)N1c2ccccc2CCc2ccccc21	-4	-4	-6	-27	0.1	-2	-0.3	4	2	6
3	COc1ccc(CCN(C)C(=O)c2cc(=O)c3ccccc3o2)cc1OC	5	-9	-24	-3	-1.3	-5	0.5	-5	-2	3
4	CN(C(=O)c1cccc(NC(=O)Cc2ccc(NC(=O)C3CCCN(C(=O)C4CC4)C3)cc2)c1)C1CC1 (centres undefined)	-7	2	-15	-70	-1.5	2	-0.6	1	-4	-2
5	Cc1ccc2cc(C(c3nnnn3Cc3ccccc3)N3CCN(c4ccccc4)CC3)c(=O)[nH]c2c1 (centres undefined)	-4	0	-8	-6	-1.0	-2	-0.3	15	3	-2
6	CCOC(=O)c1sc2nc(C)nc(SCC(=O)NC3CCS(=O)(=O)C3)c2c1C (centres undefined)	19	-2	-2	7	-1.6	1	1.0	0	2	-2
7	CC(=O)Nc1nn(C)c2nc3ccc(C)cc3cc12	-3	-10	-1	-17	/	-3	-1.1	-1	-4	-6
8	O=C(Nc1nc2ccccc2s1)c1cc(-c2ccccc2)nn1-c1ccccc1	-4	2	-6	-66	-3.0	-1	0.4	2	-9	4
9	CCOC(=O)c1sc(NC(=O)CN(CC(C)C)CC(C)C)c(C(=O)OCC)c1C	0	-5	-5	-17	-0.1	-12	-0.8	-13	-1	-3
10	CCCCN(CC)C(=O)C1CCCN(S(=O)(=O)c2cccc3nsnc23)C1 (centres undefined)	-2	-3	0	-8	-2.1	-1	0.4	-1	2	-4
11	O=C(CCNC(=O)Cn1ccc2ccccc2c1=O)NCCN1CCN(c2ccccc2F)CC1	5	1	-8	-16	-2.7	-1	-0.2	-13	-3	-1
12	CCNc1nc(NCC)nc(Oc2ccc(C(=O)OC)cc2)n1	-1	0	-1	-4	4.2	3	-1.6	-8	1	3
13	COC(=O)c1ccccc1S(=O)(=O)N1CCC(C(=O)NC2=NCCS2)CC1	-1	-12	-1	11	0.0	-3	-3.7	-2	-7	-4
14	CC(C)OC(=O)c1cccnc1SCc1cc(=O)n2ccccc2n1	2	5	8	19	-2.8	-1	-1.1	-1	2	2
15	Cn1c(=O)c2c(nc(N/N=C3\CCCc4ccccc43)n2Cc2ccc(F)cc2)n(C)c1=O	1	1	4	-7	-2.0	5	-0.8	1	0	-2
16	COc1ccc(C/C(C)=N/NC(=S)Nc2ccc(C(C)C)cc2)cc1	0	1	7	27	-0.4	1	0.7	-5	-4	-2
17	CCOc1ccc(NC(=O)CSc2nc(C)cc(C)n2)cc1	-2	11	-16	-3	-1.2	-3	-0.4	-6	1	-3
18	COC(=O)[C@]1(C)N[C@H](CN(C)C(=O)Nc2ccc(OC)cc2)[C@@H]2C(=O)N(Cc3ccccc3)C(=O)[C@@H]21	4	3	-11	26	-1.3	-5	0.5	2	0	-5
19	CCc1cc(-c2[nH]ncc2-c2ccc3c(c2)OCO3)c(O)cc1O	-9	-15	-9	-35	0.6	-7	-0.8	7	4	-1
20	Cc1ccc(S(=O)(=O)CCSc2n[nH]c(=O)n2-c2ccc3c(c2)OCCO3)cc1	3	1	-1	/	0.7	-1	0.4	/	-1	6

Some of the entries so far, with values under each structure:
The line under a structure holds: RTF Ca sens act | PKA-R2B act | Cardiac RTF inh | SR-BI DiI-HDL act | CAL PDZ FP-1 | CAL PDZ FP-2 | C-LANA FP | Rtt109 HAT inh | DAGLB inh | Keap1 Nrf2 FP
[9] CCOC(=O)c1sc(NC(=O)CN(CC(C)C)CC(C)C)c(C(=O)OCC)c1C
→ 0 | -5 | -5 | -17 | -0.1 | -12 | -0.8 | -13 | -1 | -3
[10] CCCCN(CC)C(=O)C1CCCN(S(=O)(=O)c2cccc3nsnc23)C1 (centres undefined)
→ -2 | -3 | 0 | -8 | -2.1 | -1 | 0.4 | -1 | 2 | -4
[11] O=C(CCNC(=O)Cn1ccc2ccccc2c1=O)NCCN1CCN(c2ccccc2F)CC1
→ 5 | 1 | -8 | -16 | -2.7 | -1 | -0.2 | -13 | -3 | -1

Carrying on.
no.	Structure	RTF Ca sens act	PKA-R2B act	Cardiac RTF inh	SR-BI DiI-HDL act	CAL PDZ FP-1	CAL PDZ FP-2	C-LANA FP	Rtt109 HAT inh	DAGLB inh	Keap1 Nrf2 FP
21	CCCn1c(=O)c(C(=O)NNC(=O)c2ccc(Cl)cc2Cl)c(O)c2ccccc21	-1	-6	1	7	-2.8	0	-0.4	-1	-1	3
22	CCCc1[nH]n(-c2ccc([N+](=O)[O-])cc2)c(=O)c1C=NCCCn1ccnc1	-2	-4	-6	-14	0.0	1	0.6	5	-3	-5
23	COc1ccccc1OCCn1cc(/C=C(\C#N)C(=O)NCc2ccco2)c2ccccc21	6	0	10	-29	-0.7	1	-0.7	-8	-2	-4
24	CCN(c1cccc(C)c1)S(=O)(=O)c1ccc(OC)c([N+](=O)[O-])c1	-9	-12	9	-7	-1.4	4	0.3	9	-2	-1
25	COc1cc(C(=O)NCC(=O)NNC(=O)C2COc3ccccc3O2)cc(OC)c1OC (centres undefined)	2	-7	-4	10	-0.1	0	1.3	-13	-2	-4
26	CC(C)CN1CCC(=O)N([C@H](CN=[N+]=[N-])Cc2ccccc2)CC1	-3	-3	4	-5	-0.6	-3	-0.2	3	0	-2
27	O=C(Nc1ccc(NC(=O)c2ccccc2Br)cc1)c1ccccc1	1	1	-4	-33	-0.2	3	-1.4	-4	0	-1
28	CCOc1ccc(C2C(C#N)=C(N)Oc3cc(C)n(CCN4CCOCC4)c(=O)c32)cc1OCC (centres undefined)	-11	5	-2	8	-0.6	-3	-1.2	1	5	-7
29	Cc1cccc(-n2cc(C(=O)O)c(=O)cc2C)c1	-4	1	-1	15	-2.1	-1	0.7	/	-2	-2
30	Cc1cc(C(=O)COC(=O)c2ccc[nH]c2=O)c(C)n1CCc1ccc(F)cc1	1	-1	-17	-60	-0.2	6	-1.2	-1	0	-1
31	OC(CSc1ccccc1Cl)CN1CCN(c2ccccc2F)CC1 (centres undefined)	-2	10	-4	-22	-1.3	-4	-1.7	3	-15	2
32	CCS(=O)(=O)CCSc1nc2ccccc2s1	2	-4	4	-5	/	0	-0.4	5	0	-4
33	CCN1CCCC1CNC(=O)c1cc([N+](=O)[O-])c(N(C)C)cc1OC (centres undefined)	-8	-2	3	-1	0.7	-2	-1.7	12	-1	-2
34	N#CCC(=O)Nc1ccc(C(=O)OC(C(=O)Nc2ccc([N+](=O)[O-])cc2Br)c2ccccc2)cc1 (centres undefined)	-5	-15	-4	0	-1.5	-3	-1.7	11	-2	0
35	COc1ccc(/C=C/c2nc3ccccc3c(=O)o2)cc1	6	2	-16	15	-5.0	-4	0.6	5	3	-1
36	COC(C(=O)Nc1ccnn1C1CCN(Cc2cnn(C)c2)CC1)c1ccccc1 (centres undefined)	-3	-1	-2	29	-3.3	-3	-1.5	0	3	1
37	Cc1ccc(OCCCC(=O)Nc2ccc(Br)cc2)cc1	-3	-3	-3	-7	1.2	/	-0.4	3	-5	0
38	CCOc1ncccc1C(=O)NNC(=O)c1cccc(S(=O)(=O)Nc2ccc(OC)cc2)c1	0	0	-7	7	-1.0	-2	-0.4	-2	-1	-5
39	COc1ccc(N2C(=O)CCC(C(=O)NCCCN3CCC(C)CC3)C2c2ccc(OC)c(OC)c2)cc1 (centres undefined)	3	-7	-2	1	-0.3	-1	2.2	5	0	1
40	O=C(Nc1ccc(Cl)cc1F)C1CC(=O)N(Cc2ccco2)C1 (centres undefined)	-10	-9	-3	1	1.3	-7	-0.1	-2	-1	-2

#41 CCOc1ccc(NC(=O)CCc2nnc3ccc(N4CCC5(CC4)OCCO5)nn23)cc1
#42 CC(=O)N(C)c1ccc(NS(=O)(=O)c2cc(Cl)ccc2Cl)cc1
#43 C=CCN1C(=O)CN=C1Nc1cc(C)cc(C)c1
#44 Cc1c(NC(=O)c2cccs2)cccc1NC(=O)c1cccs1
#45 Clc1ccc(Sc2oc(/C=N/n3cnnc3)cc2Br)cc1
#46 O=C(CSc1nnc(CNC(=O)c2cccs2)o1)Nc1cccc(F)c1
#47 Clc1ccc2c(NNc3ccccc3Cl)ccnc2c1
#48 Cc1nc(-c2ccccc2)sc1C(=O)Nc1ccc(S(N)(=O)=O)cc1
Assay by compound	41	42	43	44	45	46	47	48
RTF Ca sens act	-4	3	1	-1	-2	4	3	8
PKA-R2B act	4	-6	-14	0	-6	-4	0	-6
Cardiac RTF inh	2	-4	3	-4	-2	-2	-2	-8
SR-BI DiI-HDL act	2	7	-10	15	9	-22	-5	-48
CAL PDZ FP-1	-0.8	0.9	-1.0	-0.7	-2.0	-2.9	0.0	-2.1
CAL PDZ FP-2	-4	-2	2	-1	-2	-2	-1	/
C-LANA FP	0.4	1.0	0.3	-1.5	0.1	0.1	1.0	0.4
Rtt109 HAT inh	2	1	4	-11	1	-8	0	0
DAGLB inh	1	0	1	-1	0	-1	1	-5
Keap1 Nrf2 FP	-2	-3	-5	0	-5	-5	2	-2
